# FBW7 activator: activators of human E3 ligase FBW7; normalized activity (activation), % at 26.1 µM; Q969H0; AlphaScreen FBW7–phospho-cyclin E peptide binding, activator screen; 650,000 compounds, 0.13% hits; in the data active means normalized activity above about 1.9%;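 further: purified mutant Fbw7 with reduced substrate affinity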
# TEAD-YAP block: TEAD-YAP interaction inhibition. 640,000 compounds, 1.4% hits. HEK-TIYL cells, TEAD-Gal4/YAP UAS-luciferase luminescence. inhibition, % at 9.12 µM; in the data active means inhibition above about 32%;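 further: 0% = median of test compound wells and 100% = reference inhibitor wells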
# MITF inh: blocks human microphthalmia-associated transcription factor | O75030 | AlphaScreen MITF homodimerization, bead proximity signal | inhibition, % at 2.6 µM | 650,000 compounds, 0.91% hits | AID 1259374; in the data active means inhibition above about 50%;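 further: 0% = vehicle wells with protein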
# Target sequence (O75030 whole entry, looked up): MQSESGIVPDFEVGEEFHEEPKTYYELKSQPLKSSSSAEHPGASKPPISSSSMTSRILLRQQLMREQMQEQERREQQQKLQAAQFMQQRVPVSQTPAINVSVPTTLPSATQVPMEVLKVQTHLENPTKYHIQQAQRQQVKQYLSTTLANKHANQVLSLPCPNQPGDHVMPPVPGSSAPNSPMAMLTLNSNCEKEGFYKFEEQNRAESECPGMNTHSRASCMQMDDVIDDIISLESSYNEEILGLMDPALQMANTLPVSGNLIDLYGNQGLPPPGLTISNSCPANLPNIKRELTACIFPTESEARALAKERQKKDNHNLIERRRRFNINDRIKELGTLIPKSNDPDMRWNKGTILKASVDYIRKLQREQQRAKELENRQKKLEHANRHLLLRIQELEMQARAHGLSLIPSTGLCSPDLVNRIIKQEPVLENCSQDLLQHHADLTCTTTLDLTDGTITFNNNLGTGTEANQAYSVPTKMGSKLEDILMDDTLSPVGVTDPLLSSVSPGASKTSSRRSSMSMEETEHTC
# GPR151 ag: human GPR151 activation; PathHunter beta-arrestin GPR151 cells, luminescence; Q8TDV0; 650,000 compounds, 1% hits; activation, % at 11.2 µM; in the data active means activation above about 4.9%;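 further: 0% = median of compound wells and 100% = cells with positive control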
# Target sequence (Q8TDV0 whole entry, looked up): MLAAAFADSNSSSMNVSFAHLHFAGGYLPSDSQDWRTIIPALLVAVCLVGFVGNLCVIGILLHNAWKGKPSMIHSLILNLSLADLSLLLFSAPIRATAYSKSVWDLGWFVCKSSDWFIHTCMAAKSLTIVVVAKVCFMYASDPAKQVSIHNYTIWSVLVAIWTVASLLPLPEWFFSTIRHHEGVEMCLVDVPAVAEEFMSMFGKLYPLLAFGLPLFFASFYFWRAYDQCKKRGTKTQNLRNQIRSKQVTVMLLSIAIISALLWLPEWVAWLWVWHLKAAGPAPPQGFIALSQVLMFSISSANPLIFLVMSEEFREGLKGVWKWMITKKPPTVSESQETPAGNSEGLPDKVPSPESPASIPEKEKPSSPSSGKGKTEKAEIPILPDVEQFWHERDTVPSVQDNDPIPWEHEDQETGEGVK
# Numbers without * were called inactive.
# Results follow in this order: TEAD-YAP block	MITF inh	FBW7 activator	GPR151 ag
1. O=C(O)c1cccc(-n2cccc2/C=C2/NC(=O)N(c3cccc(Cl)c3)C2=O)c1
    4.7	20.8	0.0	0.3
2. O=P1(NCC2CCCO2)C=C(c2ccccc2)SC(c2ccccc2)=C1 (stereo not given)
    -4.5	-3.7	-0.1	1.1
3. Cc1ccc2c(c1)CN(CC(=O)N(C)Cc1cnc3ccccn13)CC(c1ccsc1)O2 (stereo not given)
    -11.2	-2.9	0.0	-1.1
4. CC1=C(C(=O)Nc2ccccc2)C(c2cccs2)NC(=S)N1 (stereo not given)
    4.2	3.7	-0.1	0.3
5. COc1ccc2[nH]c(=O)c(CN(Cc3nnnn3CC3CCCO3)C3CCCC3)cc2c1 (stereo not given)
    -3.9	14.3	0.2	-1.0
6. O=C(/C=C/c1ccc([N+](=O)[O-])cc1)N1c2ccccc2CCc2ccccc21
    2.4	25.1	0.0	0.3
7. CC(NC(=O)c1ccc([N+](=O)[O-])cc1)c1ccc(Br)cc1 (stereo not given)
    -5.4	10.4	-0.1	-0.2
8. COc1cc2c(cc1OC)CN(CCC(=O)O)CC2
    3.8	21.1	1.0	0.0
9. O=C(OC1CCCCC1=O)c1ccc(O)cc1 (stereo not given)
    0.1	7.2	0.5	-0.5
10. O=C(Nc1ccc(Cl)cc1)c1ccc(Cl)cc1[N+](=O)[O-]
    -4.1	1.0	-0.1	-0.9
11. Cc1ccc(N2CCN(S(=O)(=O)c3ccc4c(c3)NC(=O)CC(=O)N4)CC2C)cc1 (stereo not given)
    2.3	-0.5	-0.2	-0.5
12. C=CCOC(=O)c1ccc2c(c1)C(=O)N(c1cc(C)ccc1C)C2=O
    1.8	-7.3	-0.1	-0.4
13. COc1ccc([N+](=O)[O-])cc1S(=O)(=O)NC(C)C1CC2CCC1C2 (stereo not given)
    11.2	15.3	0.1	0.4
14. CC(Nc1cc(N2CCN(C(=O)c3ccc(Cl)cc3)CC2)ccc1[N+](=O)[O-])c1ccccc1 (stereo not given)
    -7.3	27.6	-0.1	0.2
15. O=C(CSC(=S)N1CCSCC1)c1ccccc1
    -29.1	-12.1	0.1	-1.1
16. CC1CCCCC1NC(=O)c1ccc2c(c1)C(=O)N(c1ccccn1)C2=O (stereo not given)
    2.9	-13.6	0.2	0.8
17. Cc1c(C(=O)NCCCO)sc2ncnc(NCCN3CCOCC3)c12
    -6.6	9.6	-0.1	0.8
18. CCC(=O)c1ccc(OCCOCCNCCN(C)C)cc1
    -2.3	-38.2	-0.1	-1.3
19. O=C1Nc2cc(C(=O)N3CCN(c4ccccn4)CC3)ccc2NC1CS(=O)(=O)Cc1cccc(F)c1 (stereo not given)
    15.7	1.1	0.1	0.6
20. COc1ccc(C(=O)Oc2ccccc2[N+](=O)[O-])cc1I
    12.8	9.8	-0.1	0.5
21. c1ccc(Oc2ccccc2-c2cnc(N3CCOCC3)c3nccn23)cc1
    -5.1	4.3	0.1	0.7
22. COc1cc(CSc2nc(=O)n3ccc(C)cc3n2)cc(OC)c1
    12.8	-4.3	0.0	1.0
23. O=C(CCc1nnc(Cc2cccc(C(F)(F)F)c2)o1)NCC1(O)CCCCC1
    11.2	0.2	0.0	-0.8
24. COC(=O)NC(=S)Nc1ccc2c(c1)N(C(C)=O)C(C)C2 (stereo not given)
    12.7	2.4	0.1	0.0
25. COc1ccc2oc(=Nc3cccc(C#N)c3)c(C(=O)Nc3ccccc3)cc2c1
    -31.4	-1.1	0.0	0.3
26. Fc1ccccc1-c1cc(N2CCN(c3ccccn3)CC2)nc(-c2ccccn2)n1
    -1.6	-11.8	-0.4	-0.3
27. COc1cc(NC(=S)N2CCN(C(=O)c3ccco3)CC2)c(OC)cc1Cl
    -4.0	14.6	-0.2	-0.2
28. Cc1cc(NC(=O)c2cc(-c3ccc(Cl)c(Cl)c3)on2)no1
    -1.6	-16.5	0.0	2.2
29. CC1CCc2c(sc(NC(=O)c3cc4nc(-c5ccc(Cl)c(Cl)c5)cc(C(F)(F)F)n4n3)c2C#N)C1 (stereo not given)
    -0.4	7.1	0.1	-1.8
30. Cc1ccccc1C(=O)Nc1ccccc1NC(=O)c1ccccc1Br
    1.4	5.4	-0.1	0.7
31. CC1=C(C#N)c2nc(N)c(C#N)c(C)c2/C1=C\c1ccc2c(c1)OCO2
    0.5	9.8	0.0	-0.7
32. CCS(=O)(=O)NCc1nc(NC2CCCC2)c2cc(Cl)ccc2n1
    9.2	12.2	0.0	2.8
33. CC(C)=C1C2C=CC1C(C(=O)Nc1ccc(Cl)cc1)C2C(=O)O (stereo not given)
    -4.3	-0.9	0.1	1.0
34. NC(=O)N/N=C/c1cn(-c2ccccc2)nc1-c1ccccc1
    -20.8	8.0	0.3	-0.2
35. C=CCNC(=O)c1cc2c(=O)n3ccccc3nc2n(CCc2ccccc2)c1=N
    -6.5	-0.4	0.0	0.0
36. CS(=O)(=O)N(CC(=O)NCc1ccc2c(c1)OCO2)c1cccc(F)c1
    0.4	14.0	0.0	-0.4
37. CN(C(=O)CC(C)(C)C)c1nnc(-c2ccncc2)s1
    3.7	16.7	1.0	-0.1
38. O=C(CSc1ncccc1C(=O)NCc1ccco1)Nc1ccccc1C(F)(F)F
    2.9	8.4	0.8	1.2
39. Clc1nc(NCc2nc3ccccc3[nH]2)c2ncn(-c3ccsc3)c2n1
    21.0	9.4	-0.1	-0.4
40. O=C(CSc1ccc(Cl)cc1)Nc1ccc([N+](=O)[O-])cc1O
    11.1	5.1	-0.2	0.8
41. O=C(NCCOc1ccc(F)cc1)C1CCN(Cc2nc3ccccc3[nH]2)CC1
    1.7	-2.6	0.0	0.1
42. O=C1OCC(=O)N(Cc2ccccc2Cl)C1c1ccc(F)cc1 (stereo not given)
    9.5	5.3	0.2	0.0
43. O=C(Cc1csc(-c2ccccc2)n1)NCc1ccco1
    -2.5	4.3	0.0	1.3
44. COc1ccc(C(=O)Nc2ccc(Cl)c(-c3nc4cc(C)cc(C)c4o3)c2)cc1OC
    7.0	2.4	-0.1	2.0
45. C=CCOc1ccc(/C(O)=C2/C(=O)C(=O)N(CCCN3CCOCC3)C2c2ccc(N(C)C)cc2)c(C)c1 (stereo not given)
    -10.7	-1.9	0.0	0.1

# 4 entries from above, arranged by length of the SMILES, highest first.
# Results follow in this order: TEAD-YAP block	MITF inh	FBW7 activator	GPR151 ag
13. COc1ccc([N+](=O)[O-])cc1S(=O)(=O)NC(C)C1CC2CCC1C2 (stereo not given)
    11.2	15.3	0.1	0.4
39. Clc1nc(NCc2nc3ccccc3[nH]2)c2ncn(-c3ccsc3)c2n1
    21.0	9.4	-0.1	-0.4
40. O=C(CSc1ccc(Cl)cc1)Nc1ccc([N+](=O)[O-])cc1O
    11.1	5.1	-0.2	0.8
17. Cc1c(C(=O)NCCCO)sc2ncnc(NCCN3CCOCC3)c12
    -6.6	9.6	-0.1	0.8

# Some of the entries above in another layout:
32. CCS(=O)(=O)NCc1nc(NC2CCCC2)c2cc(Cl)ccc2n1
33. CC(C)=C1C2C=CC1C(C(=O)Nc1ccc(Cl)cc1)C2C(=O)O (stereo not given)
34. NC(=O)N/N=C/c1cn(-c2ccccc2)nc1-c1ccccc1
35. C=CCNC(=O)c1cc2c(=O)n3ccccc3nc2n(CCc2ccccc2)c1=N
36. CS(=O)(=O)N(CC(=O)NCc1ccc2c(c1)OCO2)c1cccc(F)c1

entry no.	32	33	34	35	36
TEAD-YAP block	9.2	-4.3	-20.8	-6.5	0.4
MITF inh	12.2	-0.9	8.0	-0.4	14.0
FBW7 activator	0.0	0.1	0.3	0.0	0.0
GPR151 ag	2.8	1.0	-0.2	0.0	-0.4

# The results go on.
# Results follow in this order: TEAD-YAP block	MITF inh	FBW7 activator	GPR151 ag
46. O=C(CN1CCN(Cc2ccccc2F)C1=O)NCC1CCCO1 (stereo not given)
    2.7	-0.8	0.7	0.1
47. COCC(=O)NC(c1nnc2n1CCN(Cc1ccc(O)c(OC)c1)CC2)C(C)C (stereo not given)
    9.0	2.0	0.1	-0.4
48. COC(=O)c1c(-c2ccc(C)cc2)csc1NC(=S)NC(=O)c1ccncc1
    3.9	-1.3	0.0	0.4
49. CCCOC(=O)C1=C(C)NC2=C(C(=O)CCC2)C1c1ccc(C(=O)OC)cc1 (stereo not given)
    0.8	16.9	1.2	-1.4
50. COc1ccc(NC(=O)C23CC4CCC(CC(C4)C2)C3)cc1
    -2.3	-11.7	-0.1	-0.9
51. COc1cccc(-c2nc(-c3ccc(Cl)cc3)no2)c1
    -34.3	-4.0	-0.2	0.2
52. CC(C)c1ccc(/C=C2/SC(=Nc3ccccc3)N(Cc3ccccc3)C2=O)cc1
    1.9	9.2	0.1	-1.6
53. CC(C)NC(=O)C(=O)NCCc1ccc(Cl)cc1
    -9.3	-3.0	0.1	-1.2
54. O=C(Nc1ccc(-c2ccco2)cc1)C1CCCN(C(=O)C2CCOCC2)C1 (stereo not given)
    -4.3	-0.4	-0.1	-0.5
55. CC(=O)N1CCN(c2cc(N3CCN(C)CC3)c(F)cc2[N+](=O)[O-])CC1
    6.6	-1.8	-0.3	-0.1
56. O=C(N/N=C\c1ccc([N+](=O)[O-])c(O)c1)c1ccc2c(c1)OCO2
    42.6*	-5.2	-0.2	-1.6
57. CCC(=O)NC(c1nnc2n1CCN(Cc1cccc(F)c1)CC2)C(C)C (stereo not given)
    -2.3	11.9	-0.2	0.5
58. CCC(C)N(CCNC(=O)CN1C(=O)CCSc2ccccc21)C1CCCCC1 (stereo not given)
    1.4	-2.1	0.0	1.3
59. COc1cc(C(=O)Oc2coc(CSc3nccn3C)cc2=O)cc(OC)c1OC
    1.5	12.1	0.0	0.9
60. Clc1ccc(-n2ncnc2-c2cccc(Br)c2)cc1
    1.0	-0.6	0.2	0.0
61. CCOC(=O)Cc1c(C)nc2cc(-c3ccc(Br)cc3)nn2c1C
    -7.3	9.2	-0.1	-0.6
62. C#CCSc1nc2sc3c(c2c(=O)n1Cc1ccccc1)CCCC3
    -11.3	16.6	0.7	-1.3
63. CCOc1cc(C(=O)Nc2ccc(Cl)c(-c3nc4cc(C)c(C)cc4o3)c2)cc(OCC)c1OCC
    2.6	3.4	-0.1	-0.4
64. COc1cc(C=O)ccc1OCC(=O)Nc1ccc2ccccc2c1
    -9.0	0.4	-0.2	-1.3
65. COc1ncc(-c2cnn3c(NCc4ccco4)ccnc23)c(OC)n1
    -37.5	1.3	-0.3	0.4
66. COc1cc(Nc2nc(-c3ccccc3)nc3c2ncn3CCN2CCCC2=O)cc(OC)c1OC
    6.3	11.0	0.4	2.1
67. CCCCN(C)S(=O)(=O)c1ccc(NC2=NS(=O)(=O)c3ccccc32)cc1
    6.5	26.8	0.5	-0.1
68. CCN1CCCC1CNc1ncnc2c1cnn2-c1ccc(C)cc1 (stereo not given)
    -9.0	-4.3	-0.1	-1.8
69. COc1ccc(C(=O)OCc2nnc(-c3ccc([N+](=O)[O-])cc3)o2)cc1
    5.9	6.9	0.0	-1.2
70. Cc1nc2ccccn2c1C(=O)N1CCOC(c2ccccc2)C1 (stereo not given)
    -2.0	20.4	0.8	0.6
71. COc1ccccc1N1CCN(S(=O)(=O)c2cccc3nonc23)CC1
    -5.4	-5.9	0.6	-0.6
72. O=C(NCC1CCN(C(=O)C(Cl)(Cl)Cl)CC1)C(Cl)(Cl)Cl
    -2.4	-3.5	0.1	0.8
73. CCOc1ccc2[nH]c(=O)c(C(c3nnnn3C(C)C)N3CCC(C)CC3)cc2c1 (stereo not given)
    -5.2	10.8	0.0	1.2
74. Cc1ccc(OC(=O)N[C@H]2C[C@H]3C(=O)N[C@@H](Cc4ccc(Cl)cc4)C(=O)N3C2)cc1
    12.4	3.8	0.0	0.6
75. COc1ccc(-c2ncc(C)c(NCCc3ccc(O)cc3)n2)cn1
    2.6	5.6	0.0	1.3
76. COc1ccc(CCNc2ccnc(Nc3ccccc3)n2)cc1
    4.5	-7.3	-0.1	-0.6
77. COc1cc(OC)cc(C(=O)n2cnc3ccccc32)c1
    8.6	-6.8	0.0	-0.2
78. O=C1CCc2cc(S(=O)(=O)NCc3ccc(F)cc3)ccc2N1
    7.1	2.0	0.1	0.7
79. COC(=O)c1ccc(-c2ccco2)n1CC(=O)N1CCc2ccccc21
    -0.8	9.6	0.0	-0.5
80. O=C(NNS(=O)(=O)c1cccc([N+](=O)[O-])c1)c1ccccc1O
    6.1	8.7	0.0	0.3
81. Nc1cc(S(=O)(=O)O)c(O)c2c1C(=O)c1c(O)c(S(=O)(=O)O)cc(N)c1C2=O
    16.9	60.6*	-1.1	-2.9
82. O=C(c1cccc(F)c1)N1CCN(CC2CC3C=CC2C3)CC1 (stereo not given)
    -6.3	57.9*	0.0	-0.2
83. O=C(O)CCN1C(=O)C(=O)/C(=C(\O)c2ccccc2)C1c1cccc(F)c1 (stereo not given)
    0.9	9.7	0.1	0.7
84. Cc1ccc(CNC(=O)CSc2nc3ccsc3c(=O)n2-c2ccc(C(=O)O)cc2)cc1
    -4.0	-12.1	0.3	-2.7
85. CCOC(=O)c1c(NC(=O)c2nn(C)cc2I)sc2c1CCCC2
    -11.3	-6.8	-0.1	-0.5
86. Cc1cc(C)c2c(c1)-c1c(ssc1=S)C(C)(C)N2C(=O)CSc1nc2ccccc2s1
    2.5	8.6	-0.5	-0.1
87. CC(=O)Nc1ccc(NC(=O)CCc2c(C)nc3nc(C)nn3c2C)cc1
    0.9	1.6	-0.2	0.2
88. Cn1c(=O)n(C)c2cc([N+](=O)[O-])c(N3CCN(C(=O)c4ccccc4)CC3)cc21
    10.3	6.0	-0.1	0.9
89. Cc1cccc(C2=N/C(=C\c3cc(Br)ccc3F)C(=O)O2)c1
    -3.6	3.6	0.0	1.1
90. CCN1CCc2c(sc(NC(=O)Cc3cccc4ccccc34)c2C(N)=O)C1
    -7.2	-2.8	0.5	-2.3

# No enrichment for hits; 3.5% or so of the library scored in one or more.
